IMPase inh – cell-permeable inhibitors of inositol monophosphatase (IMPase); P97697; CHO-M1 cells, IP1 accumulation, HTRF TR-FRET ratio; inhibition (IP1 accumulation), % at 46.1 µM; 120,000 tested, under 10 active; AID 901; active means well fitted curve in the direction sought with a large enough effect in the signal ratio, not every such curve was filed as active; inconclusive means small, poorly fitted or top-dose-only effect, or a change in a side signal; inactive means no such curve, though single readings can be large or run the other way; the % refers to the signal ratio;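 further: cells stimulated with carbachol in lithium chloride buffer; plate controls were DMSO basal wells for no effect and reference inhibitor wells for full effect; higher means more IMPase inhibition seen as more IP1 and lower FRET ratio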
Target sequence (P97697 whole entry, looked up): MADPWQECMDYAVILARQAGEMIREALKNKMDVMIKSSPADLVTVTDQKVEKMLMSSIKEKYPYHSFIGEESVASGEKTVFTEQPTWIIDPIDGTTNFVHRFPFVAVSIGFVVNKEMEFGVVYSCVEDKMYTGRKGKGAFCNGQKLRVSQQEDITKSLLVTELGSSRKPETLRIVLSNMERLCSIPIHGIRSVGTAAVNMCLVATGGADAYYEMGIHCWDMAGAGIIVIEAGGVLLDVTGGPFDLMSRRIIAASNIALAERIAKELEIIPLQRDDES
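The IP-One HTRF competitive assay in carbachol-stimulated CHO-M1 cells quantifies cellular IP1. Compounds spanned up to 46 uM final, and activity is expressed as AC50 from concentration-response fits of the ratio and donor data.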
ALOX15B inhib – 15-hLO-2 (ALOX15B) enzyme inhibition | O15296 | purified 15hLO-2, xylenol orange hydroperoxide absorbance | Potency, µM (top dose mostly 57.1 µM), without a hit: top-dose activity change, negative = inhibition, usual class: inhibitors | 110,000 compounds, 0.56% hits | AID 881; further: potency means the concentration at half of the fitted maximal effect; nearly all actives have a fitted effect of over 60% in size; many of its hits are not listed in these tables
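Purified human 15hLO-2 (50 nM) preincubated 15 min with compound, then 45 uM arachidonic acid for 90 min at RT in 25 mM Hepes pH 7.5, 0.01% Triton X-100. Hydroperoxide detected by Fe-xylenol orange; 573/405 nm absorbance ratio.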
ALOX12 inhib – blocks human 12-lipoxygenase activity; purified 12-hLO, xylenol orange hydroperoxide absorbance; Potency, µM (series often up to 57.1 µM), inactives show at the top dose activity change, negative = inhibition, actives largely listed as inhibitors; AID 1452; 150,000 compounds, 0.12% hits; P18054; further: potency means the concentration at half of the fitted maximal effect; nearly all actives have a fitted effect of over 55% in size; many of its hits are not listed in these tables
Target sequence (P18054 whole entry, looked up): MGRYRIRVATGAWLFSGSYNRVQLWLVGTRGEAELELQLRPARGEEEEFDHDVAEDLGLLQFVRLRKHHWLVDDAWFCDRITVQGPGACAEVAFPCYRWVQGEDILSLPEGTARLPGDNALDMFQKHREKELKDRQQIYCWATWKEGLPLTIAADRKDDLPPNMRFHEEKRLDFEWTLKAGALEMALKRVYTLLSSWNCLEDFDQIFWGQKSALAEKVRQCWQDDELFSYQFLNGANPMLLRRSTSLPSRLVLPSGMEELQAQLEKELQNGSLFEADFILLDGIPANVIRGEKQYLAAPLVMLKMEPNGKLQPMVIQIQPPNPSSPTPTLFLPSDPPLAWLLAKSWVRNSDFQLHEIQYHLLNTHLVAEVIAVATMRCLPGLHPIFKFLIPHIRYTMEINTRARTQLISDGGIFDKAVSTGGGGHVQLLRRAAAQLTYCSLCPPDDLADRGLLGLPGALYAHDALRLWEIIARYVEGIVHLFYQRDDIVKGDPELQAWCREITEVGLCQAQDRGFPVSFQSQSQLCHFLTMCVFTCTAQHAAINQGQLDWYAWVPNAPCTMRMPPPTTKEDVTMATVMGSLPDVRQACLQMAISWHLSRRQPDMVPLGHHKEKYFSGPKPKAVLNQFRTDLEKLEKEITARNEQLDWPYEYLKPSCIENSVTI
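Xylenol orange chromogenic assay: hydroperoxide from 12hLO oxidises Fe(II), giving red-shifted Fe(III)-XO absorbance. Conditions: 150 nM enzyme, 40 uM arachidonic acid, 25 mM Hepes pH 7.0, 0.01% Triton X-100, 30 min, room temperature.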
PNC assembly inh – blocks assembly of the perinucleolar compartment; 140,000 compounds, 3.1% hits; PC3M PTB-GFP, PNC prevalence imaging, 16 h; hits give low values; activity change (PNC), negative = inhibition, % at 10 µM; AID 2417;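 active means readout at or below -70, meaning at least 70% loss of cells showing the perinucleolar compartment, a nuclear body marking cancer cells; inconclusive means readout between -30 and a set limit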;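 further: plate controls were DMSO wells for no effect and camptothecin positive control wells for full effect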
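Compounds are pinned in duplicate onto adhered PC3M cells stably expressing GFP-tagged PTB and incubated 16 h at 37 C. Cells are then fixed, nuclei stained with Hoechst, and PNC-positive cells counted.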
Numbers without * were called inactive; ? = inconclusive; . = no result given; [ ] = another dose, or the depositor's remark. Unless noted, the call rests on the fitted dose curve; in most records, active means well fitted curve in the direction sought with a large enough effect; inconclusive means small, poorly fitted or top-dose-only effect, or another doubt; inactive means no such curve, though single readings can be large; an effect the other way counts as inactive or inconclusive. Unless noted, on the % scale 0 is the no-effect control and ±100 the full control effect. Some of the compounds tested (hit frequency here may not be typical).

SMILES	IMPase inh	ALOX15B inhib	ALOX12 inhib	PNC assembly inh
O=C(Nc1nc2c(s1)CCCC2)c1cccc(S(=O)(=O)N2CCCc3ccccc32)c1	.	.	1%	?
COc1cc2ccc(=O)oc2c(OC)c1OC	.	-1%	0%	.
NCCCCCc1nnc(SCc2ccc(Cl)c(Cl)c2)o1	17	30%	7%	-16
C=CCNc1nc(N2CCCCC2)c(C#N)c2c1CN(Cc1ccccc1)CC2	15	39%[activator]	-12%	31
COc1ccc(CCCC(=O)NC2CCCCC2C)c(C)c1 (stereo not given)	9	-11%	-1%	6
CC(C)=NN/C(N)=N/C(=S)Nc1ccc(C)cc1	.	.	-3%	?
CCCOC(=O)CSC1=C(C#N)C(c2ccccc2OC)C(C#N)C(=O)N1 (stereo not given)	-9	-4%	-19%	-97*
O=C(c1ccccc1)N1CCN(c2ncnc3c2cnn3-c2ccccc2)CC1	9	3%	2%	15
C=CCNC(=S)N/N=C(\C)c1ccc(OC)cc1	.	.	-29%	?
CCOc1ccc(NC(=O)CC2CC(C)(C)OC2=O)cc1 (stereo not given)	3	-5%	-3%	38
CC(NC(=O)Nn1cnnc1)(C(F)(F)F)C(F)(F)F	0	-6%	1%	35
O=c1nc2s/c(=C\c3ccc(-c4ccccc4[N+](=O)[O-])o3)c(=O)n2nc1-c1ccccc1	.	.	-19%	?
N#CC(c1ccccc1)N(CCCCl)C(=O)c1ccccc1 (stereo not given)	8	.	3%	?
Cc1ccc(CN2CC(C(=O)O)CC2=O)cc1 (stereo not given)	-1	4%	0%	20
Cc1oc(-c2ccccc2Cl)[n+]([O-])c1C	4	-2%	0%	-20
Cc1nnc(NC(=O)CSc2nnc3scc(-c4ccc(C)c(C)c4)n23)s1	3	-19%	0%	-11
CC(=O)Nc1nc(CC(C)C)cc2c1c(=O)oc1ccccc12	10	1%	2%	-15
COc1cc(C(=O)Nc2sc3c(c2C#N)CCN(C(C)=O)C3)cc(OC)c1OC	-2	-3%	-1%	10
CCOc1cc(-c2conc2N)cc(OCC)c1OCC	-5	.	-8%	?
O=C(CN1CCN(Cc2ccccc2)CC1)Nc1ccc(Cl)cn1	9	1%	-4%	?

Of the compounds above, these have an aryl thioether with sulfur outside any ring.
SMILES	IMPase inh	ALOX15B inhib	ALOX12 inhib	PNC assembly inh
NCCCCCc1nnc(SCc2ccc(Cl)c(Cl)c2)o1	17	30%	7%	-16
Cc1nnc(NC(=O)CSc2nnc3scc(-c4ccc(C)c(C)c4)n23)s1	3	-19%	0%	-11

Carrying on.
SMILES	IMPase inh	ALOX15B inhib	ALOX12 inhib	PNC assembly inh
O=C(O)c1c(Cl)c(Cl)c(Cl)c(Cl)c1-c1c2cc(I)c(=O)c(I)c-2oc2c(I)c(O)c(I)cc12	.	7.9µM*	?	.
Cc1cc(=O)oc(C)c1C(=O)N1CCN(c2ccc(F)cc2)CC1	7	-3%	5%	?
COC(=O)CNC(=O)Cn1cnc2sc(C)c(S(=O)(=O)N3CCC(C)CC3)c2c1=O	-7	.	-1%	38
COc1ccc(S(=O)(=O)N2CCOCC2)c(Cl)c1Cl	12	3%	-1%	24
C/C(=N\NC(=O)C(=O)Nc1cccc(Cl)c1C)c1ccncc1	.	.	1%	-6
CCC(C)(C)NC(=O)C(c1ccc(F)cc1)N(Cc1ccco1)C(=O)c1snc(C(N)=O)c1N (stereo not given)	-1	-7%	-4%	23
COc1cccc(NC(=O)COC(=O)c2ccc(F)cc2F)c1	.	.	-1%	?
CC1=C(C)C(c2ccccc2)NC(=S)N1 (stereo not given)	.	.	-5%	37
O=C(OCCN1C(=O)c2ccccc2C1=O)c1cc(S(=O)(=O)N2CCOCC2)ccc1Cl	5	7%	6%	?
COc1ccc(C(c2nnnn2C2CCCC2)N2CCN(c3ccccc3)CC2)cc1 (stereo not given)	10	.	8%	392
O=C(NCCNc1cc(Cl)ccc1[N+](=O)[O-])c1ccco1	-2	.	-3%	-30
CCOC(=O)/C(C#N)=C/c1cc(C)n(-c2ccc(C)cc2)c1C	18	0%	-9%	-10
COc1ccc2c(c1)CCc1c(C(=O)N3CC4(C)CC3CC(C)(C)C4)noc1-2 (stereo not given)	13	8%[2.29 µM]	-3%	?
C/C(=N\NC(=O)c1ccc([N+](=O)[O-])cc1)c1cc2ccccc2oc1=O	7	.	-14%	-24
O=C(CCl)Nc1cc(-c2ccccc2)nn1-c1ccccc1	-5	1%	7%	?
CCOC(=O)C1CCN(C(=O)CSc2cc(=O)n(C)c3ccccc23)CC1	-13	6%	-7%	0
CCOC(=O)N1CCN(S(=O)(=O)c2ccc(Br)s2)CC1	-3	2%[2.29 µM]	-5%	-90*
COC(=O)NNC(=O)c1ccc(C)c(Br)c1	.	.	-1%	27
Cc1cc2oc(=O)cc(-c3ccccc3)c2c(C)c1-c1ccc(C#N)cc1	.	-19%[0.0915 µM]	0%[0.00818 µM]	.
Cc1c(C(=O)c2cccc([N+](=O)[O-])c2)c2ccccn2c1CCC#N	.	.	-2%	52
Cc1cc(C)n(-c2nc(SCCN(C)C)c3c4c(sc3n2)CCCC4)n1	7	81%[activator]	6%	?
COC(=O)c1ccc(N2CCN(S(=O)(=O)c3ccccc3)CC2)c([N+](=O)[O-])c1	12	-2%	1%	10
COc1cc(C)c(C(C)C)cc1S(=O)(=O)N1CCN(C)CC1	3	23%	2%	-27
COc1ccc(OC)c(C2=NOC(C(=O)Nc3cccc(C(C)=O)c3)C2)c1 (stereo not given)	-1	3%	-12%	10
O=C(Cc1ccc(S(=O)(=O)N2CCCC2)s1)NC1CCCCCC1	4	-17%	3%	-28
O=C1C2CC=CCC2C(=O)N1CC1CCCO1 (stereo not given)	-2	6%	-4%	-30
Cc1ccc(C(=O)OCC(=O)Nc2sc3c(c2C#N)CCC3)cc1	.	.	-4%	4
Cc1nnc(SCC(=O)NC(=O)NC2CCCC2)n1N	-4	3%	4%	47
CCOC(=O)/C(=N/Nc1ccc(Cl)cc1)Sc1nnnn1-c1ccc(C)cc1	-1	.	2%	?
FC(F)(F)Oc1ccc(Nc2nc3ccccc3o2)cc1	2	-12%	-2%	15
CCOc1cc(NC(=S)NCC2CCCO2)c(OCC)cc1NC(=O)c1ccc(C)cc1 (stereo not given)	4	.	11%	-1
COC(=O)/C(=C\c1ccc2c(c1)c1ccccc1n2C)NC(=O)c1ccccc1	.	.	-3%	?
CCN1C(=O)C(O)(CC(=O)c2ccc(-n3cccc3)cc2)c2ccccc21 (stereo not given)	-5	.	1%	-100*
COc1cc(-c2oc3cc(O)ccc3c(=O)c2O)ccc1O	.	-19%	-16%	.
N#CC(C#N)=Cc1ccc(-c2ccc(S(=O)(=O)N=C(N)N)cc2)o1	1	.	-17%	2
CC1CCN(C(=S)NC(=O)C2CCCCC2)CC1	2	-9%	-16%	36
O=C1c2ccccc2-c2onc3c(Oc4ccccc4)cc(O)c1c23	-6	-17%	-16%	17
Cc1nc(-c2cccc(S(=O)(=O)N3CCC(C)CC3)c2)cs1	6	-14%	-9%	?
COc1ccccc1C1CC(=O)n2c(nc(-c3ccccc3)c2-c2ccccc2)S1 (stereo not given)	.	.	-1%	-13
Cc1ccc(CCNC(=O)C2CCCN(C(=O)N(C)C)C2)cc1 (stereo not given)	-5	4%	3%	7
CS(=O)(=O)N1CCN(c2ccccc2NC(=O)c2ccc(Br)o2)CC1	2	-11%	-3%	-25
Oc1ccc2ccccc2c1CN1CCN(c2ccccc2)CC1	-11	33%[activator]	3%	-2
C=CCN(CC=C)C(=O)Cc1ccc(F)cc1	1	0%	-2%	13
O=C(CSc1ncccn1)NCc1ccccc1Cl	2	-5%	6%	?
COc1cccc(C(=O)OCn2nnc3ccccc3c2=O)c1	2	3%[2.29 µM]	-6%	25
O=C(CCC(=O)c1ccc(F)cc1)Nc1ccccc1Cl	.	.	-7%	11
COc1ccc(C(=O)NC(=S)Nc2ccc([N+](=O)[O-])cc2C)cc1OC	4[1.84 µM]	-13%[11.4 µM]	-1%	33
Cc1nn(-c2ccccc2)c(Cl)c1C(=O)Nc1nnc(C2CCCCC2)s1	1	16%	5%	?
COc1ccc(OC)c(NC(=O)C(=O)NNC(=O)c2cccs2)c1	-4	.	1%	-12
CCCNS(=O)(=O)c1ccc(NC(=O)Cc2cccs2)cc1	8	.	3%	-14
(cont.)
SMILES	IMPase inh	ALOX15B inhib	ALOX12 inhib	PNC assembly inh
CC(=O)OC(CC(=O)O)C[N+](C)(C)C (stereo not given)	.	.	2%	33
O=C(O)c1cc(=O)c2ccc(Cl)cc2[nH]1	2	16%	-7%	.
COC(=O)c1cccc(S(=O)(=O)N2CCC(NC(=O)NC34CC5CC(CC(C5)C3)C4)CC2)c1	?	17%	-20%	-3
N#Cc1cc2c(nc1SCc1ccccc1)CCC2	2[0.369 µM]	.	1%	1
COc1cccc(-c2ccc(-c3noc(-c4ccccc4F)n3)c(OC)n2)c1	-6	1%	-4%	?
COC(=O)C/C=C/[C@@H](C)[C@@H](/C=N/OC[C@H]1O[C@H](c2ccccc2)C=C[C@@H]1Oc1ccc(OC)cc1)NS(=O)(=O)c1ccc(C)cc1	.	.	-5%	87
C=C(C)CN(CC)C(=O)CSc1nc2ncc(Cl)cc2[nH]1	-6	-1%	-4%	-28
Cc1nnc(NC(=O)C2CCN(c3cnccn3)CC2)s1	6	-9%	-3%	-22
CCc1cccc2c(=O)c(C(=O)N3CCCCCC3)c[nH]c12	6	1%	-3%	25
Cc1cc(C)c(S(C)(=O)=O)c(Oc2ccc(C(C)(C)C)cc2)n1	2	7%	-5%	-1
COC(=O)c1oc2nc(C)cc(C)c2c1N	-8	-1%	-1%	2
NC(=O)NC(c1ccccc1)c1ccccc1F (stereo not given)	5	8%	-3%	19
C=CCOC(=O)CCCCCCCC	.	-8%	0%	.
Cc1nnc(N(Cc2ccco2)C(=O)c2cccc(C#N)c2)s1	0	2%	5%	?
COc1ccc(/C=N/Nc2ncnc(Cl)c2N)cc1OC	13	.	-4%	?
CC(C)NC(=O)Cn1c(SCC(=O)N2CCCc3ccccc32)nc2ccccc21	-11	10%	-3%	-17
COc1ccc(Br)cc1C(=O)Nc1ccc(O)cc1	12	-4%	-13%	13
CCc1ccccc1NC(=O)CC1CS(=O)(=O)CC1CC(=O)Nc1ccccc1CC (stereo not given)	-1	.	-1%	?
COC(=O)c1ccc(OCc2nc(N)nc(N3CCOCC3)n2)cc1	6	3%	-6%	?
COc1ccccc1N(C)S(=O)(=O)c1ccc(C(=O)NC(C)(C)C)cc1	-9	0%	1%	?
CC(C)(C)NC(=O)c1oc2ccccc2c1COc1ccccc1	9	.	-14%	-29
Cc1cc(C)c(C#N)c(Sc2nnnn2-c2ccccc2)n1	-8	-3%	-2%	19
CCCCNS(=O)(=O)c1ccc(OC)c(Cl)c1Cl	1	-4%	0%	30
CSc1nc(NCc2ccco2)c2ccccc2n1	-7	5%	0%	19
COc1cc(C(=O)NCCc2ccc(S(N)(=O)=O)cc2)cc(OC)c1OC	5	-4%	3%	-11
Cc1cc(O)ccc1NC(=O)c1ccccc1	2	3%	-3%	-21
O=C(c1cccc(S(=O)(=O)N2CCOCC2)c1)N1CCN(c2ccc(F)cc2)CC1	3	0%	-3%	?
CC1(c2ccccc2)NC(=O)N(CC(=O)NC(=O)NC2CCCC2)C1=O (stereo not given)	5	-7%	4%	31
CCC(Cc1ccccc1)NC(=O)CN1C(=O)CSc2ncccc21 (stereo not given)	11	-4%	-1%	?

Rewritten field by field: entries from further up
> CCC(Cc1ccccc1)NC(=O)CN1C(=O)CSc2ncccc21 (stereo not given)
- IMPase inh: 11
- ALOX15B inhib: -4%
- ALOX12 inhib: -1%
- PNC assembly inh: ?
> COc1cc(C(=O)NCCc2ccc(S(N)(=O)=O)cc2)cc(OC)c1OC
- IMPase inh: 5
- ALOX15B inhib: -4%
- ALOX12 inhib: 3%
- PNC assembly inh: -11
